APJ ag – APJ receptor agonism. P35414. AID 2520. CHO-K1 APJ PathHunter beta-arrestin, luminescence; 0% DMSO wells, 100% apelin. activation, % at 20 µM. hit rate 0.11% among 330,000;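 active = activation more than six SD over the plate average, tested at 20 µM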;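 note: 0% = DMSO alone and 100% = apelin-13 at 10 nM; some results filed as inactive read as strong as hits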
Target sequence (P35414 whole entry, looked up): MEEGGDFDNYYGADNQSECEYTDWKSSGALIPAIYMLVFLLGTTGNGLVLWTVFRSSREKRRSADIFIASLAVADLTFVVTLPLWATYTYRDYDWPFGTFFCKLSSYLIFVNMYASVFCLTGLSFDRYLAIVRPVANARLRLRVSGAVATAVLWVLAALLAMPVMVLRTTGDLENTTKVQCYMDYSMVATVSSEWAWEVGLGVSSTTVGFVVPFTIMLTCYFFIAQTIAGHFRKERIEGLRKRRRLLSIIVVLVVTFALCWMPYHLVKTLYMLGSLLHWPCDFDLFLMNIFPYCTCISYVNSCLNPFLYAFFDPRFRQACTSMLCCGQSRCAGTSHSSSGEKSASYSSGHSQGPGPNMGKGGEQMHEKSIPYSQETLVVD
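Incubation: overnight seeding, 90 min compound at 25 °C, 1 h detection; test system: PathHunter CHO-K1 APJ (AGTRL-1) beta-arrestin reporter cells; amount: 1000 cells/well; doses: one dose, 20 µM compound, 1% DMSO; measured by: beta-gal luminescence; measure: agonist-driven arrestin binding to APJ; benchmarks: negative DMSO alone, positive Apelin-13 at 10 nM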
tim10-1 inh – inhibits growth of tim10-1 mutant yeast; S. cerevisiae tim10-1 ts strain growth, BacTiter-Glo, 24 h; inhibition, % at 20 µM; hit rate 2.2% among 330,000;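 active = inhibition of at least 40%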;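 note: mutant grown at 25 °C; 0% = DMSO wells with yeast and 100% = wells holding no yeast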
CHOP UPR activ – activators of apoptotic arm of unfolded protein response (CHOP) | hit rate 0.34% among 330,000 | CHO-CHOP luciferase reporter, UPR activation, luminescence; percent of tunicamycin response over DMSO baseline | activation, % at 10 µM;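 active = at 10 µM dose, activation of 40% or more, normalized to positive control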;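 note: 100% = tunicamycin at 10 µg/mL and 0% = DMSO alone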
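System: CHO-CHOP luciferase reporter cell line; amount: 500 cells/well; buffer or medium: F12 medium containing 10% fetal bovine serum; incubation: 6 h compound exposure at 37 °C after overnight seeding; measured by: luciferase luminescence after 10 min with Steady-Glo reagent; evaluation: % reporter activation, DMSO baseline versus tunicamycin full activation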
tim23-1 inh – tim23-1 yeast growth inhibition | S. cerevisiae tim23-1 growth, BacTiter-Glo luminescence, 24 h | inhibition, % at 20 µM | hit rate 1.3% among 330,000;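 active = growth inhibition of the mutant yeast at or above 50%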;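 note: temperature-sensitive mutant grown at 25 °C; plate controls were DMSO-treated mutant yeast for no effect and medium wells lacking yeast for full effect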
NLRP3 yeast inh – NALP3 inhibition in yeast. Yeast reconstituted NLRP3/ASC/caspase-1, beta-gal luminescence, 24 h. hit rate 0.39% among 330,000. inhibition, % at 10 µM;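 active = inhibition of 50% or more; inactive = inhibition below 50%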;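 note: plate controls were induced DMSO wells for no effect and uninduced yeast grown without galactose for full effect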
TIM10 inh – inhibits growth of TIM10 yeast strain. S. cerevisiae TIM10 strain growth, BacTiter-Glo luminescence, 24 h. hit rate 1.4% among 330,000. inhibition, % at 10 µM. AID 463195;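 active = inhibition of 40% or more at the single tested concentration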;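 note: wild-type TIM10 isogenic control strain grown at permissive 25 °C; 0% = DMSO yeast wells and 100% = minimal medium wells without yeast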
NR3A LBD binder – modulates the human NR3A ligand-binding domain | hit rate 2.5% among 340,000 | Tm shift relative to glycine control, % at 25 µM | NR3A LBD differential scanning fluorimetry, Tm shift; 0% = protein alone, 100% = glycine-bound protein;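 active = melting temperature shift of at least 10% of the positive control shift, at one fixed dose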
XBP1 UPR activ – adaptive UPR (XBP1) activation. CHO-XBP1 luciferase reporter, IRE1-XBP1 UPR activation, luminescence; percent of tunicamycin response, DMSO as zero. hit rate 0.33% among 330,000. activation, % at 20 µM;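 active = versus positive control, 20 µM dose yields 30% or more activation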;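 note: 100% = tunicamycin at 10 µg/mL and 0% = DMSO only wells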
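Material: CHO cell line with stable XBP1 luciferase reporter; buffer or medium: F12 medium containing 10% fetal bovine serum; compound: single point, 20 µM final compound, 1% DMSO; incubation: 6 h treatment, 37 °C; measured by: glow luminescence from Steady-Glo reagent; evaluation: activation, % of tunicamycin; control set: tunicamycin high, DMSO low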
Mdm2 MdmX PPI – inhibitors of human Mdm2/MdmX interaction; O15151+Q00987; SaOS-2 split-luciferase Mdm2/MdmX complementation, luminescence; inhibition, % at 8 µM; hit rate 3% among 330,000;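 active = inhibition of at least 50% at 8 µM in the primary screen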
* marks the source's active call; other numbers are inactive results.

SMILES	APJ ag	tim10-1 inh	CHOP UPR activ	tim23-1 inh	NLRP3 yeast inh	TIM10 inh	NR3A LBD binder	XBP1 UPR activ	Mdm2 MdmX PPI
c1ccc2c(-c3csc(-c4ccncc4)n3)c[nH]c2c1	0	-52	9.8	-29	27	-72	27*	6	-17
Cc1ccc(O)c(CNn2cnnc2)c1	3	-8	-1.7	-8	3	-1	1	-1	21
Cc1cccc(Nc2nc(N)nc(CN3CCN(C)CC3)n2)c1	-3	6	-3.4	14	6	-7	0	-4	-4
Cc1cc(NC(=O)CSc2n[nH]c(-c3ccccc3Br)n2)no1	-2	3	-0.2	10	18	-5	1	8	-6
Cc1noc(C)c1COc1cccc(C(=O)OC(C)C(=O)Nc2c(C)n(C)n(-c3ccccc3)c2=O)c1 (centres undefined)	-1	15	1.7	2	-16	20	-2	-3	23
Cn1c(=O)c2c(nc(Cl)n2CC(=O)NC2(C#N)CCCCC2)n(C)c1=O	8	10	-1.5	-3	12	14	-2	1	-4
CN(C(=O)COC(=O)c1ccccc1OCc1ccc(F)cc1)C1CCS(=O)(=O)C1 (centres undefined)	-6	3	-0.3	8	9	7	0	0	5
O=C(Nc1ccc(OC(F)F)cc1)c1cc(S(=O)(=O)N2CCCCC2)ccc1N1CCOCC1	-1	4	-0.1	10	-7	6	0	-2	9
CCOc1ccc(CCNC(=O)c2ccc(Cl)c(S(=O)(=O)N3CCOCC3)c2)cc1OCC	0	-1	0.0	10	11	-2	0	-1	37
c1ccc(-c2csc(Nc3cccnc3)n2)nc1	1	1	3.0	3	32	25	0	2	-19
Cc1cc(Br)ccc1NC(=S)NC1CCCC1	-2	17	2.6	17	11	-7	-2	-7	14
Cc1cc2nncn2c(Cc2ccccc2)n1	-2	-21	-0.5	0	12	-10	-1	-3	5
Cc1ccc(C)c(NC(=O)CN(C)C(=O)c2cc(-c3cccs3)nn2-c2ccccc2)c1	9	29	-0.6	18	-4	-9	-2	0	21
CCN(CC)c1ncn(Cc2c(Cl)cccc2Cl)c2ncnc1-2	5	42*	-2.4	39	11	9	0	3	14
CC1CCCN(S(=O)(=O)c2ccccc2[N+](=O)[O-])C1 (centres undefined)	1	10	0.3	11	11	-6	-5	-2	-9
Cn1cc(CN2C[C@H]3CC[C@H]2C3)c(-c2ccccc2F)n1	1	10	-0.4	-3	2	5	-2	2	-39
CCOc1ccc(S(=O)(=O)N2CCN(C(=O)C3CC3C)CC2)cc1 (centres undefined)	2	0	0.3	18	13	-5	-2	-1	5
Cc1c(CN2CCC(n3nccc3NC(=O)C3CCOC3)CC2)[nH]c2ccccc12 (centres undefined)	-6	-3	0.0	-10	14	-4	1	1	10
CSC1=NCCCN1C(=O)c1c(-c2ccccc2Cl)noc1C	1	5	-2.6	7	10	-7	1	0	11
COC(=O)c1ccccc1NC(=O)c1cc2nc(C3CC3)cc(C(F)(F)F)n2n1	-3	7	1.7	5	2	15	-2	0	23
Cc1cc(O)c(/C=N/c2ccccn2)c(=O)o1	-3	1	-0.9	9	5	3	-2	-2	-9
O=C(COC(=O)CCC(=O)c1cccs1)NCc1ccccc1	-3	6	-0.5	0	-5	9	-1	-3	-8
Cc1cc(NC(=O)CSc2nc3c(c(=O)n2CCc2ccccc2)SC(C)C3)no1 (centres undefined)	-1	4	1.3	22	-2	-7	-3	-2	-34
COc1ccc(C2=NN3C(C2)c2ccccc2OC3c2cccs2)cc1 (centres undefined)	6	10	6.7	22	31	2	-4	3	-143
O=C(/C=C/c1ccc(Cl)cc1)N1CCN(c2c(Cl)cccc2[N+](=O)[O-])CC1	-6	18	-0.9	24	5	10	-3	-4	38
O=S(=O)(c1cccc(Br)c1)N1CCN(CCc2ccccc2)CC1	1	34	-1.5	25	53*	-1	-4	-4	-21
CCC(C)NC(=O)C1c2ccccc2C(=O)N1Cc1cc(OC)ccc1OC (centres undefined)	-3	3	0.2	14	13	6	1	-2	-3
O=C(O)c1cc(/C=N\O)ccc1OCc1ccccc1	1	1	2.3	14	11	-2	2	-1	-28
CC(C)(C)NC(=O)c1ccccc1NC(=O)C1CC(=O)N(C2CCCCC2)C1 (centres undefined)	-2	-9	0.7	10	-2	14	1	0	8
CSCCC(NC(=O)c1ccccc1Cl)C(=O)Nc1ccncc1 (centres undefined)	2	-2	1.1	7	15	4	2	-5	2
CCOc1ccc(C2NC(=O)C(C#N)=C(S)N2c2ccc(OC)cc2)cc1OC (centres undefined)	-1	11	0.3	-2	9	-12	1	-1	13
CSc1ccc(/C=c2\s/c(=C\C(=O)C(C)(C)C)n(CC(=O)NCCC3=CCCCC3)c2=O)cc1	-6	21	3.0	25	18	12	0	-2	-9
CCOc1ccc(-n2c(=O)c3sccc3n(CC(=O)NC3CCCCC3)c2=O)cc1	-3	-12	-0.6	-13	9	-10	2	-2	6
CCc1nnc(NC(=O)c2cc([N+](=O)[O-])ccc2N2CCOCC2)s1	4	-6	1.4	8	24	-12	3	0	19
O=C(O)COc1ccccc1C=NNc1ccc([N+](=O)[O-])cc1S(=O)(=O)Nc1ccc(Cl)cc1	-8	17	-0.3	33	34	-3	24*	0	12
COc1ccc(CC2=C(O)c3ccccc3C(=O)C2=O)cc1	5	2	2.3	35	21	0	1	-2	12
CCOC(=O)C1(CC2CCCCO2)CCN(S(=O)(=O)c2ccc(C)s2)CC1 (centres undefined)	0	-11	-0.5	29	21	3	1	0	0
Nc1ccc(-c2nc3cc(N)ccc3o2)cc1	-2	19	4.1	16	15	16	1	-3	-99
C[C@@H](NC(=O)[C@@H]1Cc2ccccc2CN1)C(=O)NCC1CCCO1 (some centres undefined)	-2	9	1.9	10	0	-2	1	0	39
CCc1ccccc1NC(=O)c1cc(-c2cccc(O)c2)on1	-1	-7	3.3	-6	15	-10	-7	0	-7

Arranged by molar mass (largest number first): part of the list above
SMILES	APJ ag	tim10-1 inh	CHOP UPR activ	tim23-1 inh	NLRP3 yeast inh	TIM10 inh	NR3A LBD binder	XBP1 UPR activ	Mdm2 MdmX PPI
COc1ccc(C2=NN3C(C2)c2ccccc2OC3c2cccs2)cc1 (centres undefined)	6	10	6.7	22	31	2	-4	3	-143
CCc1ccccc1NC(=O)c1cc(-c2cccc(O)c2)on1	-1	-7	3.3	-6	15	-10	-7	0	-7
O=C(O)c1cc(/C=N\O)ccc1OCc1ccccc1	1	1	2.3	14	11	-2	2	-1	-28

Additional results.
SMILES	APJ ag	tim10-1 inh	CHOP UPR activ	tim23-1 inh	NLRP3 yeast inh	TIM10 inh	NR3A LBD binder	XBP1 UPR activ	Mdm2 MdmX PPI
Cc1ccc(NC(=O)CSC(C)C(=O)OC(C)C(=O)NC2CCCCC2C)cc1 (centres undefined)	2	9	1.4	15	11	-5	3	-1	-30
CCCc1nc2sc(C(=O)OCC)c(N)c2c2c1COC(C)(C)C2	-1	21	2.5	32	23	-5	1	-3	-11
COc1ccc(NC(=O)Cc2cccc3ccccc23)cc1	-2	1	-1.2	7	21	-17	0	-2	3
COc1cc(/C=N/N=C2/NC(=O)C(Cc3ccccc3)S2)ccc1O (centres undefined)	-1	-14	1.7	-21	8	5	-9	5	24
COc1cnc(-c2ccccc2)nc1Oc1ccc(Cl)cc1C	-4	-3	2.6	7	18	7	4	-1	18
CCC(C(=O)Nc1cccnc1)n1c(=O)[nH]c2ccccc2c1=O (centres undefined)	-2	5	-0.4	-13	9	-6	3	-3	11
NS(=O)(=O)c1ccc(CCNC(=O)NC23CC4CC(CC(C4)C2)C3)cc1	-4	-15	2.7	5	6	9	0	-5	-16
Cn1cnc2c1c(=O)n(Cc1cccc(Cl)c1)c(=O)n2C	-4	4	-1.1	-3	20	-15	-2	-1	20
CCOC(=O)C(=O)/C(=C\N(C)C)c1onc(-c2ccccc2)c1C(=O)OC	-2	21	0.7	8	13	10	1	-4	27
O=C(c1cccc([N+](=O)[O-])c1)N1CCN(Cc2ccc3c(c2)OCO3)CC1	-2	7	-0.2	4	-18	8	-1	-3	21
O=C(Nc1nccs1)c1cn(-c2ccccc2)nc1-c1ccncc1	0	22	0.4	21	9	5	5	0	26
COc1ccc(C)cc1N(C(=O)Cn1nnc(-c2ccc(C)o2)n1)C(C(=O)NC1CCCC1)c1ccncc1 (centres undefined)	-4	-2	0.4	10	10	19	0	-2	9
CCN1CCc2c(sc(NC(=O)c3ccc(S(=O)(=O)N(CC)c4ccccc4)cc3)c2C(N)=O)C1	7	-3	1.5	-12	9	-19	-3	22	37
Cc1ccc(N2C(=O)c3ccccc3C2Nc2cccnc2)nc1 (centres undefined)	-3	31	3.2	45	15	24	-4	4	24
O=C1CS/C(=N/N=C/c2cccs2)N1	-3	13	2.8	16	11	20	-1	-2	4
Cc1ccccc1OCC(=O)Nc1ccc(NC(=O)c2ccco2)cc1	-1	-11	0.3	-2	26	27	8	2	7
CCCCn1c(N)c(N(CC)C(=O)c2cc(S(=O)(=O)N3CCCCCC3)ccc2OC)c(=O)[nH]c1=O	-5	8	-1.4	9	-5	2	-2	2	-8
CSc1ccc2[nH]c(=O)cc(C)c2c1	3	11	-1.7	3	26	-6	-8	-3	26
C[C@H](NC(=O)c1ccco1)C(=O)NNC(=O)c1ccc(F)cc1	-4	-9	-1.2	-4	15	-6	-1	-4	5
Cc1ccc(N(Cc2cc3ccc(C)cc3[nH]c2=O)S(=O)(=O)c2ccccc2)cc1	-3	21	0.1	17	9	16	-4	2	15

Printed as active in NLRP3 yeast inh, among the entries above:
Molecule | tim10-1 inh | NLRP3 yeast inh | TIM10 inh | NR3A LBD binder | XBP1 UPR activ | Mdm2 MdmX PPI
O=S(=O)(c1cccc(Br)c1)N1CCN(CCc2ccccc2)CC1 | 34 | 53* | -1 | -4 | -4 | -21

Next section
SMILES	APJ ag	tim10-1 inh	CHOP UPR activ	tim23-1 inh	NLRP3 yeast inh	TIM10 inh	NR3A LBD binder	XBP1 UPR activ	Mdm2 MdmX PPI
COc1ccc(NC(=O)CN(C)C(=O)c2cc(-c3ccc(Cl)cc3)nc3ccccc23)cc1	2	30	2.2	36	17	10	14*	-3	30
CCN1C(=O)c2ccccc2Sc2ccc(C(=O)NCCN3CCOCC3)cc21	-4	-20	-2.4	-4	4	2	4	1	20
O=C(COC(=O)C1CC2CCCC(C1)C2=O)NNC(=O)c1ccccc1F (centres undefined)	-7	-20	2.9	-9	1	-2	-2	2	10
COc1cc(/C=C2\SC(=S)N(C(C(=O)O)c3ccccc3)C2=O)cc(OC)c1OC (centres undefined)	1	17	-0.3	1	18	-2	7	-2	-6
COc1ccc(CNC(=O)CN(Cc2ccc(OC)cc2)C(=O)CCC(=O)Nc2nccs2)cc1	-2	6	-1.7	11	12	1	-2	-3	1
Cc1ccc(SCCNC(=O)C(C)C)cc1	-3	20	2.1	14	12	12	2	1	-1
NS(=O)(=O)c1ccc(CCNC(=O)CSc2ncnc3ccccc23)cc1	-3	-5	-2.8	1	14	3	-1	4	8
COc1ccc(Cl)cc1C(=O)NNC(=O)CN1C(=O)C2CC=CCC2C1=O (centres undefined)	-2	0	1.7	-4	4	3	1	-4	-18
COc1ccc(/C=N/NC(=O)c2nnn(-c3nonc3N)c2CN(C)c2ccccc2)cc1	4	28	2.6	33	10	-9	24*	-3	12

Bioassay records as filed in PubChem BioAssay.
